Assay outcomes deposited in PubChem by The Scripps Research Institute Molecular Screening Center.
PP1 counter: PP1-alpha (human) inhibition in PP5 counter-screen; 320,000 compounds, 0.9% hits; inhibition, % at 6.7 µM; purified PP1alpha, OMFP fluorescence; P62136;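 active means inhibition above the mean inhibition of all tested compounds plus 3 SD, computed separately for each screening campaign, cut at about 15% in these data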
Target sequence (P62136 whole entry, looked up): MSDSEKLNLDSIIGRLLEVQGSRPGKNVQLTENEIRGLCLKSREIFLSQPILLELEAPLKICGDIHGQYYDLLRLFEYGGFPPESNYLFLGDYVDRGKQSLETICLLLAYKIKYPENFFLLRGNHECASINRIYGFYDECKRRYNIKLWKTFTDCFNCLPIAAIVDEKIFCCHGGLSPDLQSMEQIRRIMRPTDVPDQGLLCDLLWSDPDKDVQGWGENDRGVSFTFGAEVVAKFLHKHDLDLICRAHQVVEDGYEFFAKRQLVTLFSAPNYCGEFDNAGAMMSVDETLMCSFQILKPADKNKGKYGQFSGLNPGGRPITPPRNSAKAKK
CTSL1 counter: cathepsin L1 inhibition, PFM18AAP counter-screen. recombinant F. hepatica cathepsin L1, Z-Leu-Arg-MCA fluorescence. 300,000 compounds, 0.49% hits. inhibition, % at 5.96 µM. AID 1906;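 active means inhibition above the mean of all tested compounds plus 3 SD, set per screening campaign, cut at about 17% in these data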;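 further: 0% = plate median of test compound wells and 100% = 1 µM Z-Phe-Ala-diazomethylketone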
TPT1 inh: C. albicans TPT1 enzyme inhibition. recombinant caTPT1, FP RNA substrate dephosphorylation. inhibition, % at 5 µM. 300,000 compounds, 0.81% hits. AID 1962;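 active means inhibition above the mean of all tested compounds plus 3 SD, set per screening campaign, cut at about 24% in these data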;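 further: plate controls were DMSO alone for no effect and ferristatin control at 100 nM for full effect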
PAFAH2 inh: inhibitors of human PAFAH2; Q99487; recombinant PAFAH2, FP-rhodamine activity probe, fluorescence polarization; inhibition, % at 3.39 µM; 340,000 compounds, 0.99% hits; AID 492956;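 active means inhibition above the mean over all tested compounds plus 3 SD, cut at about 30% in these data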;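 further: inhibitors block probe labeling of enzyme so polarization drops; 0% = enzyme with DMSO and 100% = wells lacking PAFAH2 protein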
PP5 inh: PP5 (human) phosphatase inhibition; P53041; purified PP5c, OMFP substrate fluorescence; inhibition, % at 6.7 µM; 320,000 compounds, 0.18% hits;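 active means inhibition above the campaign's mean inhibition across all tested compounds plus 3 SD, cut at about 9.5% in these data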;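 further: 0% = DMSO only and 100% = 100 µM cantharidin control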
procasp3 activ: activates human procaspase-3; AID 463141; P42574; recombinant procaspase-3 D3A, Ac-DEVD-pNA absorbance 405 nm; 330,000 compounds, 0.11% hits; activation, % at 8.5 µM;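 active means activation above the mean of all tested compounds plus 3 SD, cut at about 21% in these data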;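 further: 0% = DMSO alone and 100% = DMSO wells spiked with extra 5 µM PC-3 D3A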
Target sequence (P42574 whole entry D9A/D28A/D175A): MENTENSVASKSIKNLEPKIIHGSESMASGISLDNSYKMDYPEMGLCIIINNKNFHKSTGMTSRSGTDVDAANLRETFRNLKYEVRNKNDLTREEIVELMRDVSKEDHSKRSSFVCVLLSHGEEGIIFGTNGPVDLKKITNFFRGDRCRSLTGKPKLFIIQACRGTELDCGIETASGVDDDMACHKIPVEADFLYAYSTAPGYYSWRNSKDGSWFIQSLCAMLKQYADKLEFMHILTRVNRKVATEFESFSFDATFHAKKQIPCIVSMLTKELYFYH
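System: Procaspase-3 D3A mutant. Medium: Zinc-free 300 mM NaCl, 50 mM HEPES, 0.01% Triton X-100. Schedule: 1 h preincubation plus 2 h reaction at 25 °C. Measured by: 405 nm absorbance of p-nitroaniline, reads at 0 and 120 min. Read-out: percent activation relative to control range.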
HCV core dimer: blocks dimerization of HCV core protein | inhibition, % at 5 µM | AID 1899 | 300,000 compounds, 0.33% hits | TR-FRET GST/Flag-core106 dimerization, 1536-well;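 active means inhibition above the mean of all tested compounds plus 3 SD, set per screening campaign, cut at about 45% in these data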
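Test system: GST/Flag-tagged HCV core106 proteins; Medium: KF-containing HEPES buffer, pH 7.45, DTT, CHAPS, BSA; Times: compound-protein-antibody incubation 4 h at 22.5 °C; Detection: TR-FRET 671 and 617 nm emission; Benchmarks: wells lacking GST-core106 and wells with excess unlabelled core106.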
procasp7 counter: counter-screen for procaspase-3 activators: activators of human procaspase-7. activation, % at 8.5 µM. 330,000 compounds, 0.093% hits. P55210. recombinant procaspase-7, Ac-DEVD-pNA absorbance 405 nm; D23A/D198A/D206A triple mutant, cannot self-cleave; scale: DMSO 0, 5 µM enzyme 100;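 active means percent activation above the screen-wide mean plus 3 SD, cut at about 25% in these data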
Target sequence (P55210 whole entry D23A/D198A/D206A): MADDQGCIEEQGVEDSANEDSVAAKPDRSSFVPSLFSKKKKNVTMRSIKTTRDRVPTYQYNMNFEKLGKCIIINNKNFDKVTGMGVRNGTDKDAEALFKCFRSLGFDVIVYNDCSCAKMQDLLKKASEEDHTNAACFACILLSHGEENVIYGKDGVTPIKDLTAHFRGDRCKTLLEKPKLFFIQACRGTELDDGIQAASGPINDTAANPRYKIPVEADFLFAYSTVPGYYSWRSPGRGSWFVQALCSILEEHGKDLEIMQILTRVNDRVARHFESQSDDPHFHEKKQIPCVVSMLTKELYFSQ
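Assay system: Uncleavable procaspase-7 mutant enzyme; Input: 2 µM procaspase-7 mutant as dispensed; Also added: DEVD-pNA substrate; Medium: Zinc-free HEPES pH 7.4 with 300 mM NaCl, 0.01% Triton X-100; Timing: 1 h compound preincubation, 2 h substrate cleavage, 25 °C; Measured by: Epi-absorbance of released pNA at 405 nm, two timepoints.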
AHR act: human AHR activation. AID 2796. AHR-responsive luciferase reporter cells, luminescence. 320,000 compounds, 2.5% hits. P35869. activation, % at 5 µM; in the data active means activation above about 47%;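 further: 0% = vehicle wells and 100% = reference agonist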
* marks the source's active call; other numbers are inactive results; . = not tested or not shown; & = joins results of further samples. Not a hit list; overall some 5.6% were active at least once.

nr	SMILES	PP1 counter	CTSL1 counter	TPT1 inh	PAFAH2 inh	PP5 inh	procasp3 activ	HCV core dimer	procasp7 counter	AHR act
1	COC(=O)c1ccccc1NC(=O)c1cc2n(n1)C(C(F)F)CC(C(F)F)N2 (stereo not drawn)	2	0	-10	-7	-0.7	5	8	-3	-5
2	COc1ccc(OCCCC(=O)Nc2cccc([N+](=O)[O-])c2)cc1	-1	-3	10	-4	-2.0	-4	4	2	-3
3	COc1cc(S(=O)(=O)Nc2cccc(C)c2)ccc1N=Cc1c(C)[nH]n(-c2ccccc2)c1=O	-2	-4	-1	.	2.8	-2	4	-6	7
4	CC(C)(C)c1cc[n+](/C(C(=S)NC2CC2)=C(/[O-])c2ccc(Cl)s2)cc1	2	2	-5	11	-1.3	-26	4	-34	5
5	Cc1cc(Nc2ccccc2)n(C(=O)c2ccc(N)cc2)n1	22*	1	-1	0	8.2	-3	-7	6	3
6	CCOCCOC(=O)NCCCCCCNC(=O)OCCOCC	-3	5	1	60*	0.6	-13	-1	7	6
7	O=C(c1ccc(Cn2c(=O)[nH]c3ccccc3c2=O)cc1)N1CCN(c2ccc(Cl)cc2)CC1	6	0	0	5	2.9	15	27	3	-1
8	NC(=O)NC(CC(=O)OCC(=O)NC(=O)NCc1ccco1)c1ccc(Cl)cc1 (stereo not drawn)	0	-4	-2	7	1.8	6	7	-2	0
9	CCC(=O)c1cn(CC(=O)Nc2c(C)cccc2C)c2ccccc12	3	-9	-8	2	3.0	-1	-9	4	2
10	CCCCn1c(N)c(N(CC(C)C)C(=O)c2ccc(-c3ccc([N+](=O)[O-])cc3)o2)c(=O)[nH]c1=O	1	2	4	9	-2.4	-2	15	-7	-3
11	CC(=O)c1cccc(NC(=O)Nc2ccc3c(c2)N(C)C(=O)CS3)c1	2	-4	0	-8	2.5	6	0	0	32
12	Cc1ccccc1N1CC(C(=O)Nc2ccc(S(=O)(=O)N3CCOCC3)cc2)CC1=O (stereo not drawn)	0	-3	0	-5	1.1	7	0	15	0
13	CC(C)(C)NC(=O)CSc1nnc(-c2ccccn2)n1-c1ccccc1	-7	-3	3	5	-0.8	-2	-3	8	0
14	CCOc1cc(N2CCOCC2)c(OCC)cc1NC(=O)c1nn(CC)c(=O)c2ccccc12	-3	.	.	-4	-0.6	-4	.	9	-2
15	Cc1ccc2cc(CCNS(=O)(=O)c3ccc(Br)cc3)c(=O)[nH]c2c1C	3	-6	1	4	2.4	-6	2	-6	2
16	CC(=O)Nc1cccc(Nc2nc(-c3ccccc3F)nc3ccccc23)c1	-3	0	3	-10	2.9	-2	0	-5	43
17	COc1ccc(OC)c(N(CC(=O)O)S(=O)(=O)c2ccc(OC)c(OC)c2)c1	-2	11	0	7	3.9	6	2	5	0
18	Cc1[nH]c(C)c(S(=O)(=O)Nc2cccc(Cl)c2C)c1C(=O)N1CCCCC1	0	0	-5	15	0.5	-2	0	6	3
19	COC(=O)c1ccc(S(=O)(=O)N2CCC(O)CC2)n1C	3	-5	-3	-6	4.2	-4	-8	0	-2
20	O=C(CCn1c(=O)[nH]c2ccccc2c1=O)N1CC=C(c2ccccc2)CC1	2	10	-1	1	-1.1	2	7	6	6
21	COc1ccc(Cc2nnc(SCC(=O)c3ccc4c(c3)OCO4)o2)cc1	1	0	-3	-7	0.4	-12	-2	-6	1
22	COc1ccc(CN2CCN(c3ccccn3)CC2)c(OC)c1C	-3&3	-3&-1	2&1	-2&-2	0.1&0.4	1&5	-1&2	0&2	-2&-1
23	COCCn1c(=O)[nH]c2cc(C(=O)NCCN3CCN(c4cccc(Cl)c4)CC3)ccc2c1=O	4	6	-2	-3	-4.2	3	1	-4	2
24	COc1ccccc1/C=N/NC(=O)c1csc(C)c1C	7	9	1	0	2.2	-6	-14	-29	42
25	Cc1[nH]c2ccccc2c1/C=N/NC(=O)c1cccc(S(=O)(=O)Nc2cccc(C(F)(F)F)c2)c1	2	2	-2	12	8.3	14	14	18	25
26	Cc1ccnc(NS(=O)(=O)c2ccc(NC(=O)C3C4C=CC(C4)C3C(=O)O)cc2)n1 (stereo not drawn)	6	1	-1	-5	1.1	2	0	4	-1
27	O=C(COC(=O)c1cccnc1Nc1cccc(C(F)(F)F)c1)NC1CCS(=O)(=O)C1 (stereo not drawn)	2	1	-1	-1	2.2	5	4	5	-1
28	COc1cc(C#N)c(NC(=S)N2CCOCC2)cc1OC	5	-4	-1	.	-1.1	-10	-2	-10	2
29	CCOC(=O)c1cc(-c2ccccc2)sc1NC(=S)Nc1cc(C)ccn1	1	-1	-3	-9	2.3	-10	0	14	3
30	CC(Oc1ccc(Cl)cc1)C(=O)N1CCCc2ccccc21 (stereo not drawn)	-4	0	-4	4	2.5	7	4	6	9
31	O=C(c1ccccc1Cl)c1c(O)c2ccccc2oc1=O	-5	2	-5	8	5.3	-24	-7	-14	55*
32	Cc1nn(-c2ccccc2)c(/N=C/c2ccc(O)cc2)c1-c1ccccc1	-2	-2	1	-4	1.2	1	5	11	3
33	Cc1sc2nc(C(C)Sc3n[nH]c(N)n3)[nH]c(=O)c2c1C (stereo not drawn)	-1	1	8	.	-0.4	-3	3	0	2
34	O=c1cc(-c2ccccc2)cc(-c2ccccc2)n1O	20*	1	-3	-3	0.3	12	0	2	-2
35	Cc1ccc(C)c(NS(=O)(=O)c2cc(C(=O)N3CCc4ccccc4C3)ccc2Cl)c1	6	-6	1	11	3.1	4	4	13	7
36	CCc1ccc(C2C3=C(CCCC3=O)OC3=C2C(=O)CCC3)cc1	-7	0	-2	0	1.2	6	-3	-1	-2
37	O=C(Nc1ccccc1-c1nnn(CC(=O)N2CCCc3ccccc32)n1)c1ccco1	3	4	-1	0	1.2	7	13	-7	-3
38	Clc1ccccc1-c1nn2c(-c3ccccn3)nnc2s1	2	1	-3	3	0.6	-5	4	2	-9
39	CCN1C(=O)Nc2cccc3cccc1c23	-1	-5	0	1	2.3	2	-9	-4	1
40	CCCCC(C(=O)NC(=O)NCc1ccccc1)N1C(=O)c2ccccc2C1=O (stereo not drawn)	2	2	-5	-1	4.3	-4	17	-8	1
41	O=C(c1ccco1)N1CCC(n2nnc3ccccc32)CC1	-3	10	-4	-2	-7.1	-6	-7	3	-2
42	C[C@H](CO)N1C[C@H](C)[C@@H](CN(C)S(C)(=O)=O)Oc2ccc(NC(=O)C3CCCCC3)cc2C1=O	.	.	.	18	.	4	.	5	0
43	O=c1[nH]c(CN2CCN(S(=O)(=O)/C=C/c3ccccc3)CC2)nc2cc(Cl)ccc12	2	-1	1	-1	0.6	-2	8	-6	4
44	CCNc1nc(NCc2ccccc2)nc(SCC(N)=O)n1	2	-1	-4	-4	0.0	6	2	1	1
45	Cn1c(=O)c2c(nc(Oc3ccc4c(c3)OCO4)n2Cc2ccc(Br)cc2)n(C)c1=O	-4	3	-2	.	0.5	2	6	-6	-1
46	C[N+]1(CC(O)COc2ccccc2)CCN(C(=O)c2ccc([N+](=O)[O-])cc2)CC1 (stereo not drawn)	-3	-2	-2	-9	2.3	-2	-2	-10	0
47	O=C1Nc2c(Br)cc(Br)cc2C1(O)N1CCOCC1 (stereo not drawn)	-5	0	-1	-13	-2.2	-9	0	7	6
48	O=C(CNC(=O)c1ccco1)Nc1ccc(S(=O)(=O)N2CCCC2)cc1	-1	-9	2	2	-3.2	-2	0	-3	2
49	Nc1cc(Cl)ccc1N1CCCCCC1	3	-2	-4	0	3.4	2	-3	7	0
50	COc1ccc(-c2nc(SCC(=O)NCc3ccco3)c(-c3ccccc3)[nH]2)cc1OC	-1	2	-4	3	1.4	6	-16	2	29
51	Cc1cc(C)cc(NC(=O)CSc2nnc(CNC(=O)c3ccco3)o2)c1	-3	-1	-6	-4	-0.7	-7	-15	-3	14
52	CCOc1ccc(NC(=O)NCCN2C(C)CCCC2C)cc1 (stereo not drawn)	-1	0	-3	-5	1.4	2	-9	-5	-1
53	CN(C)C(CNC(=S)Nc1ccccc1)c1cccnc1 (stereo not drawn)	2	1	1	1	3.4	-8	-5	-1	2
54	CCc1sc(NC(=O)CN2CCOCC2)nc1-c1ccccc1	-3	4	-3	-2	0.2	7	-11	1	9
55	CN1C(=O)/C(=C/c2ccc(OCc3ccccc3F)cc2)N(C)C1=S	-1	1	-2	1	-0.2	-14	7	-4	-4
56	CC1CCN(S(=O)(=O)c2cn(CC(=O)N3CCN(c4cccc(C(F)(F)F)c4)CC3)cn2)CC1	-1	1	0	2	4.9	4	-2	3	-5

Structures listed so far that have a Cl atom:
nr	SMILES	PP1 counter	CTSL1 counter	TPT1 inh	PAFAH2 inh	PP5 inh	procasp3 activ	HCV core dimer	procasp7 counter	AHR act
4	CC(C)(C)c1cc[n+](/C(C(=S)NC2CC2)=C(/[O-])c2ccc(Cl)s2)cc1	2	2	-5	11	-1.3	-26	4	-34	5
7	O=C(c1ccc(Cn2c(=O)[nH]c3ccccc3c2=O)cc1)N1CCN(c2ccc(Cl)cc2)CC1	6	0	0	5	2.9	15	27	3	-1
8	NC(=O)NC(CC(=O)OCC(=O)NC(=O)NCc1ccco1)c1ccc(Cl)cc1 (stereo not drawn)	0	-4	-2	7	1.8	6	7	-2	0
18	Cc1[nH]c(C)c(S(=O)(=O)Nc2cccc(Cl)c2C)c1C(=O)N1CCCCC1	0	0	-5	15	0.5	-2	0	6	3
23	COCCn1c(=O)[nH]c2cc(C(=O)NCCN3CCN(c4cccc(Cl)c4)CC3)ccc2c1=O	4	6	-2	-3	-4.2	3	1	-4	2
30	CC(Oc1ccc(Cl)cc1)C(=O)N1CCCc2ccccc21 (stereo not drawn)	-4	0	-4	4	2.5	7	4	6	9
31	O=C(c1ccccc1Cl)c1c(O)c2ccccc2oc1=O	-5	2	-5	8	5.3	-24	-7	-14	55*
35	Cc1ccc(C)c(NS(=O)(=O)c2cc(C(=O)N3CCc4ccccc4C3)ccc2Cl)c1	6	-6	1	11	3.1	4	4	13	7
38	Clc1ccccc1-c1nn2c(-c3ccccn3)nnc2s1	2	1	-3	3	0.6	-5	4	2	-9
43	O=c1[nH]c(CN2CCN(S(=O)(=O)/C=C/c3ccccc3)CC2)nc2cc(Cl)ccc12	2	-1	1	-1	0.6	-2	8	-6	4
49	Nc1cc(Cl)ccc1N1CCCCCC1	3	-2	-4	0	3.4	2	-3	7	0
